Menin-MLL TR inh: qHTS Assay for Inhibitors Targeting the Menin-MLL Interaction in MLL Related Leukemias: Competition With Texas Red Labeled MLL-derived Mutant Peptide. hit rate 0.23% among 270,000. AID 1768, 2009. Menin + Texas Red MLL mutant peptide, fluorescence polarization. Potency, µM (top dose mostly 61.6 µM), inactives show top-dose FP activity change, negative = inhibition, hits mostly inhibitors; active means well fitted inhibition curve with a large enough effect in the polarisation, with a control signal flat, not every such curve was filed as active; inconclusive means small, poorly fitted or top-dose-only effect, or effect the other way, or a change in a side signal; inactive means no such curve, though single readings can be large or run the other way; the % refers to the polarisation; further: potency means the concentration at half of the fitted maximal effect; % of control where 0% means no effect; many of its hits are not listed in these tables
ASM inhibitor: Inhibitors of Secretory Acid Sphingomyelinase (S-ASM): qHTS. Sphingomyelin phosphodiesterase (Homo sapiens), P17405. placental ASM, HMU-PC fluorogenic substrate, 60 min. Potency, µM (top dose mostly 57.5 µM), without a hit: at the highest dose activity change, negative = inhibition, actives largely listed as inhibitors. hit rate 0.006% among 340,000. AID 504937, 2011; further: potency means the concentration at half of the fitted maximal effect
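qHTS format. ASM enzyme prepared from human placenta hydrolyses the fluorogenic substrate HMU-PC0 (9 uM final) over 60 min at 37 °C after a 10 min compound preincubation.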
BCR signal inh: qHTS Assay to Find Inhibitors of Chronic Active B-Cell Receptor Signaling | ABC-DLBCL IkBa-CBG/CBR reporter, luminescence ratio, 4 h | Potency, µM (series often up to 46.1 µM), for inactives: at the highest dose ratio change, negative = lower green/red ratio, hits mostly inhibitors | hit rate 0.05% among 340,000; active means well fitted inhibition curve with a large enough effect in the signal ratio, with a control signal flat, not every such curve was filed as active; inconclusive means small, poorly fitted or top-dose-only effect, or effect the other way, or a change in a side signal; the % refers to the signal ratio;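 further: potency means the concentration at half of the fitted maximal effect; plate controls were basal doxycycline-induced cells for no effect and cells given 10 µM MG132 for full effect; MG132 reads +100%, hits lower the ratio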
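Compounds up to 46 uM were incubated four hours with TMD8 cells whose green CBG68 luciferase is fused to IkappaBalpha; red CBR luminescence normalised the signal, and concentration-effect curves were fitted to fusion, red and ratio data.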
Tb PFK block: qHTS Assay to Find Inhibitors of T. brucei phosphofructokinase; ATP-dependent 6-phosphofructokinase (Trypanosoma brucei brucei), O15648; T. brucei PFK, ADP-Glo luminescence; Potency, µM (top dose mostly 57.5 µM), inactives show at the top dose activity, negative = inhibition, hits mostly inhibitors; hit rate 0.17% among 330,000; AID 485367, 2010;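 further: potency means the concentration at half of the fitted maximal effect; 0% = uninhibited 1x PFK enzyme wells and -100% = no-enzyme wells; nearly all actives have a fitted effect of over 60% in size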
Target sequence (O15648 whole entry, looked up): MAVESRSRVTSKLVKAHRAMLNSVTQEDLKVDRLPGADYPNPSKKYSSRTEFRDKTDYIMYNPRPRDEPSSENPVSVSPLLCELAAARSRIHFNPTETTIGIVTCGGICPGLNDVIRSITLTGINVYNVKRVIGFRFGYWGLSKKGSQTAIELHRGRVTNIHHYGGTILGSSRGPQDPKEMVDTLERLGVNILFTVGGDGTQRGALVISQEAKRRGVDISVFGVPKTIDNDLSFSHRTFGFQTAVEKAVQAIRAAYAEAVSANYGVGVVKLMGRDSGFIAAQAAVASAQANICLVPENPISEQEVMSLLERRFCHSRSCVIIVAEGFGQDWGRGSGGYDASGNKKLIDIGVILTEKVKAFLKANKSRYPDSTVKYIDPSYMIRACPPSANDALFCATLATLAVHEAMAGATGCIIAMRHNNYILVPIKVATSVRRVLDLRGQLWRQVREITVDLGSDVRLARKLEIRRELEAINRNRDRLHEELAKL
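1.25 nM PFK with 0.5 mM F6P and 0.1 mM ATP in 0.1 M TEA pH 8.0, 5 mM MgCl2, incubated 45 min at room temperature; ADP measured by ADP-Glo luminescence; compounds titrated up to 57 uM.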
a7 integrin act: qHTS for Activators of Integrin-Mediated Alleviation for Muscular Dystrophy. alpha7betagal myoblasts, beta-gal FDG fluorescence, 48 h. Potency, µM (top dose mostly 38.3 µM), without a hit: top-dose activation, hits mostly activators. hit rate 0.064% among 350,000. AID 624291, 2012;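 further: potency means the concentration at half of the fitted maximal effect; 100% = response of the positive control SU9516; nearly all actives have a fitted effect of over 60% in size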
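alpha7betagal+/- myoblasts (passage 13, 250/well) treated 48 h at 37C with compounds at 1:260 dilution of DMSO stock. Lysed, then beta-galactosidase activity read as FDG fluorescence (ex 480/em 540) after 30 min, with pre-read for autofluorescence.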
Coupling enz: qHTS Assay for Inhibitors of Fructose-1,6-bisphosphate Aldolase from Giardia Lamblia: Coupling assay counterscreen. activity change, negative = inhibition, % at 58.2 µM, hits read low. coupling enzyme system counterscreen, AmpLite Red fluorescence. AID 2472, 2010. hit rate 0.67% among 290,000; in the data active means activity change below about -30%; further: on the % scale 0 is the no-effect control and ±100 the full control effect
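First, compound is pin-transferred into glyceraldehyde-3-phosphate coupling-enzyme reagent at 57.5 uM final and held 10 min at RT. Next, substrate, coupling system and AmpLite Red are added. After 20 min RT, fluorescence (525/598 nm) is read.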
PKM2 activator: qHTS Assay for Activators of Human Muscle isoform 2 Pyruvate Kinase; purified PKM2, Kinase-Glo ATP luminescence, activation; response scale: 0% is enzyme alone, no compound; AID 1631, 2009; Potency, µM (doses to about 57.5 µM), inactives show top-dose activation, most hits filed as activators; Pyruvate kinase PKM (Homo sapiens), P14618; hit rate 0.34% among 260,000; further: potency means the concentration at half of the fitted maximal effect; on the % scale 0 is the no-effect control and ±100 the full control effect; nearly all actives have a fitted effect of over 55% in size
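hPK-M2, >95% pure; 0.1 mM ADP / 0.5 mM PEP final; imidazole pH7.2 buffer w/ 7 mM MgCl2, 50 mM KCl; 1 h RT; Kinase-Glo lum. Intermediate enzyme activity for dual inhibitor/activator qHTS.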
GALK inhibitor: qHTS Assay for Inhibitors of Human Galactokinase (GALK); P51570; Purified GALK, Kinase-Glo residual ATP luminescence; Potency, µM (doses to about 57.5 µM), for inactives: top-dose activity change, negative = inhibition, usual class: inhibitors; hit rate 0.007% among 270,000; further: potency means the concentration at half of the fitted maximal effect; on the % scale 0 is the no-effect control and ±100 the full control effect
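Luminescence from leftover ATP (Ultra-Glo luciferase/luciferin) served as read-out after a 1 h room-temperature reaction of 5 nM GALK with 35 uM ATP and 100 uM galactose.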
PTAP TSG101 blk: qHTS Assay for Iinhibitors of HIV-1 Budding by Blocking the Interaction of PTAP/TSG101; Fluorescence polarization, FITC-PTAP peptide / Tsg101 binding; Potency, µM (titrated, usually from 115 µM), for the others: top-dose activity change, negative = inhibition, most hits filed as inhibitors; 340,000 tested, under 10 active; AID 493005, 2010; active means well fitted inhibition curve with a large enough effect in the main read-out, with a control signal flat, not every such curve was filed as active; inconclusive means small, poorly fitted or top-dose-only effect, or effect the other way, or a change in a side signal; inactive means no such curve, though single readings can be large or run the other way; further: potency means the concentration at half of the fitted maximal effect; % of control where 0% means no effect
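FP read-out: FITC-PTAP peptide, 50 nM final, binding Tsg101 binding domain, 10 uM final; 20 min, r.t.; 10 mM HEPES pH 7.5, 0.15 M NaCl, 0.01% Tween 20, 3 mM EDTA, 0.1 mM TCEP.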
Giardia killer: Small Molecules that selectively kill Giardia lamblia: qHTS. hit rate 0.15% among 340,000. activity change, % at 7.66 µM, hits read low. Giardia lamblia trophozoite viability; in the data active means activity change below about -80%; inconclusive means between about -30% and that limit;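 further: parasites exposed to compound for two days anaerobically before the ATP read; on the % scale 0 is the no-effect control and ±100 the full control effect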
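Trophozoite viability was measured as ATP-dependent luminescence, read 15-30 min after reagent addition. Before that, parasites at 100 cells/well were exposed to compounds for 48 h, anaerobically, at 37 deg C.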
B2AR arrestin: qHTS assay of beta-arrestin-biased ligands of beta2-adrenergic receptor | AID 492947, 2010 | beta-arrestin recruitment to beta2AR, cell-based reporter | Potency, µM (highest dose often 46.1 µM), for inactives: at the highest dose activation, usual class: activators | hit rate 0.02% among 330,000;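 further: potency means the concentration at half of the fitted maximal effect; 0% = DMSO controls and full agonism = EC100 isoproterenol or metaproterenol; nearly all actives have a fitted effect of over 65% in size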
Target sequence (P07550 whole entry, looked up): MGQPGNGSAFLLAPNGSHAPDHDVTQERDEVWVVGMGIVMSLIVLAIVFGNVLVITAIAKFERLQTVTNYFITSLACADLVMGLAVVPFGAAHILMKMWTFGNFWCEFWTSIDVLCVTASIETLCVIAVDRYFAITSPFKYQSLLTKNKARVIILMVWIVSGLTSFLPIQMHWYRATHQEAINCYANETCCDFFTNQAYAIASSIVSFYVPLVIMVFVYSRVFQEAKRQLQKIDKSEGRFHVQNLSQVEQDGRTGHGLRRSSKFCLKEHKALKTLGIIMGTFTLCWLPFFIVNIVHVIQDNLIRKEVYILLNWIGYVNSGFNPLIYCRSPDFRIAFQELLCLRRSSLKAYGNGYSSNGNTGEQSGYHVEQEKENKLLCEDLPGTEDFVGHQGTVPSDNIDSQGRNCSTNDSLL
* = called active by the depositor; u = inconclusive; x = not tested or not shown; & = joins results of further samples; [ ] = dose if it differs, or a comment. Unless noted, the call rests on the fitted dose curve; in most records, active means well fitted curve in the direction sought with a large enough effect; inconclusive means small, poorly fitted or top-dose-only effect, or another doubt; inactive means no such curve, though single readings can be large; an effect the other way counts as inactive or inconclusive. Some of the compounds tested; count on the stated rates, not on these rows.

SMILES	Menin-MLL TR inh	ASM inhibitor	BCR signal inh	Tb PFK block	a7 integrin act	Coupling enz	PKM2 activator	GALK inhibitor	PTAP TSG101 blk	Giardia killer	B2AR arrestin
COc1ccc(-c2c[n+](CC(=O)OC3CC(C)CCC3C(C)C)c3n2CCC3)cc1 (centres undefined)	u	-3%	u	2%	-59%[inhibitor]	0	7%	-3%	-7%	3	-0.5%
O=C(Cn1cnc2ccccc2c1=O)NCCC(=O)N1CCC2(CC1)OCCO2	11%	4%	1%	0%	-4%	9	-2%	1%	-4%	32[activator]	0.3%
O=C(Cc1ccc([N+](=O)[O-])cc1)N/N=C/c1ccco1	1%	-1%	2%	19µM*	-41%	2	3%	1%	-3%	1	0.0%
Cn1c(O)c(C(c2ccccn2)c2c(O)n(C)c(=S)[nH]c2=O)c(=O)[nH]c1=S	x	-2%	-1%	2%	-11%	4	-2%	1%	-2%	-5	-1.1%
CN(C)c1ccc(/C=C2/C(=O)NC(=O)N(Cc3ccco3)C2=O)cc1	11%	1%	0%	1%	-2%	5	16%	0%	-2%	26	-0.1%
Cc1ccsc1/C=N/NC(=O)c1cccc(S(=O)(=O)Nc2ccccc2Cl)c1	u	-5%	8%	-4%	8%	-23	4%	-2%	0%	6	-0.6%
CC(=O)N1N=C(c2cccnc2)CC1c1ccccc1O (centres undefined)	-6%	7%	u	0%	11%	2	5µM*	0%	0%	32[activator]	-0.1%
Cc1ccc(Cn2nnnc2CN2CCC(n3nnc4ccccc43)CC2)cc1	0%[11.7 µM]	-6%	4%	1%	-6%	0	3%	4%	-5%	2	-0.4%
COc1ccc2c(c1)CC1(CN2C)C(=O)NC(=O)N(c2ccc(F)cc2)C1=O (centres undefined)	-7%	5%	2%	1%	u	-4	1%	4%	-2%	-22	-1.1%
COc1ccc(OC)c(NC2=NCCCS2)c1	-12%	0%	1%	3%	22%	2	5%	0%	-1%	-6	0.0%
O=C(Nc1ccc(F)c([N+](=O)[O-])c1)N1C[C@H]2C[C@@H](C1)c1cccc(=O)n1C2	x	3%	4%	-8%	13%	x	x	1%	-2%	2	0.1%
CN1C[C@H](C(=O)N[C@]2(C)O[C@@]3(O)[C@@H]4CCCN4C(=O)[C@H](Cc4ccccc4)N3C2=O)CC2c3cccc4[nH]cc(c34)C[C@H]21 (some centres undefined)	x	54%&9%[activator]	u	-10%&4%	x	x	x	x	2%&-4%	11&-3	x
C=CCn1c(O)c(C(C)=Nc2cccc(C(F)(F)F)c2)c(=O)[nH]c1=O	x	5%	7%	-2%	1%	4	-2%	x	0%	9	-0.2%
O=C(/C=C/Nc1ccc(Br)cc1F)c1ccco1	3%	85%[activator]	u	-6%	u	-4	-19%	11%	-1%	u	0.1%
CCC(=NCC1CCCO1)c1c(O)n(-c2ccc(OC)cc2)c(=O)[nH]c1=O (centres undefined)	x	1%	8%	0%	u	-1	-3%	8%	-7%	-25	-0.4%
CC(=NCc1ccc(F)cc1)c1c(O)n(C)c(=O)n(C)c1=O	-2%	-2%	7%	0%	-32%	1	5%	-1%	-3%	9	-1.0%
CC(=O)O[C@@H]1CC[C@]2(C)C3CC[C@@]4(C)C(C[C@@H](O)[C@@H]4O)C3[C@@H](OC(C)=O)C[C@H]2C1 (some centres undefined)	x	0%	0%	0%	-5%	x	x	x	0%	-26	-0.3%
O=[N+]([O-])NC1=NCN(Cc2ccco2)CN1Cc1ccco1	-1%	-2%	3%	1%	22%	-1	-3%	2%	-6%	49[activator]	-0.8%
CN(C)c1ccc2c(c1)N=C(c1ccco1)OP2(=S)N1CCOCC1 (centres undefined)	-4%	u	u	0%	19%	-6	-8%	0%	-5%	3	0.8%
O=P(O)(O)C#Cc1ccccc1	-2%	x	u	9%	x	4	8%	0%	x	x	0.1%
O=C1NC(=O)N(Cc2ccc(F)cc2)C(=O)/C1=C\c1ccoc1	x	5%	11%	-8%	-17%	3	-29%	x	1%	23	0.5%
CCc1ccc(CN2CCCC(C(=O)c3sccc3C)C2)o1 (centres undefined)	-28%	0%	3%	2%	7%	-3	3%	1%	-1%	-21	0.0%
CC[N+](CC)(CC)CCCCCCCCCC[N+](CC)(CC)CC	2%	5%	u	0%	10%	0	1%	0%	-7%	-10	-0.2%
FC(F)(F)c1ccc2c(c1)ncn2C1CCN(Cc2nnnn2C2CCCCC2)CC1	-3%	-3%	0%	2%	-13%	-5	1%	0%	-5%	6	0.4%
O=C(c1cc(Br)ccc1Cl)N1CCC2(CC1)OCCO2	5%	0%	0%	-7%	17%	5	-10%	-1%	-8%	6	-0.1%
CCN1CCN(Cc2cc(OC)c3c(c2)OCO3)CC1	-1%	2%	4%	-2%	29%	1	1%	0%	-2%	1	-0.3%
O=c1[nH]c(=O)n(CCc2ccccc2)c(O)c1C=NCc1ccc2c(c1)OCO2	u	6%	5%	-3%	u	0	-2%	0%	1%	-8	0.2%
CCCCCCn1c(=O)c(C(=O)Nc2cnccn2)c(O)c2ccccc21	0%	-1%	4%	1%	19%	0	6%	-1%	-1%	-1	-0.6%
COc1ccc(C(CC(=O)N2CCC3(CC2)OCCO3)NS(=O)(=O)c2ccc(OC)cc2)cc1 (centres undefined)	u	6%	0%	-3%	-25%	1	-9%	-1%	0%	2	-0.1%
Cc1cc(C)c(C2=NOC(O)(C(F)(F)F)C2)c(=O)[nH]1 (centres undefined)	-7%	8%	6%	3%	0%	0	-8%	0%	-1%	-10	0.6%
CC(C)CC(=O)Nc1ccc(S(=O)(=O)N2CC3CC(C2)c2cccc(=O)n2C3)cc1 (centres undefined)	x	6%	-10%	-2%	10%	x	x	x	-9%	9	0.0%
O=C1NC(=O)C(CCc2ccncc2)(c2ccccc2)C(=O)N1	7%	5%	0%	-1%	6%	3	4%	-1%	-5%	-13	-0.1%
Cc1ccccc1CN1CCCN(Cc2ccc(Cl)cc2)S1(=O)=O	28%	-4%	u	0%	12%	5	x	x	-3%	21	0.0%
COC(=O)C1=C(c2ccc(OC)c(OC)c2)C[C@@H]2CC[C@H]1N2C(=O)NCc1ccc(F)cc1	x	-1%	5%	0%	-11%	x	x	x	0%	6	0.1%
CN(C)c1ccc(C=C2C(=O)NC(=S)NC2=O)cc1[N+](=O)[O-]	26%	0%	4%	-15%	-9%	1	2%	-2%	-2%	-10	0.2%
C=CCn1c(=O)c(C(=O)NCc2ccccc2)c(O)c2ccccc21	32%[activator]	-5%	19%	-1%	-21%	1	6%	1%	-5%	19	u
Cc1cc(-c2ccccc2)cc(-c2ccccc2)[n+]1CCc1ccccc1	x	-5%	u	-11%	-10%	x	x	x	-1%	25	0.0%
CCC(=NCC1CCCO1)c1c(O)n(-c2ccccc2)c(=O)[nH]c1=O (centres undefined)	5%	4%	6%	1%	-7%	4	0%	-2%	-5%	-10	-0.2%
CCC1C(c2ccccc2)NC(c2ccccc2)CC1(O)c1ccc(F)cc1 (centres undefined)	x	1%	u	2%	-63%[inhibitor]	-3	0%	-2%	0%	-5	1.1%
CCc1ccc(N2C(=O)NC(=O)C(CCc3ccncc3)(CCc3ccncc3)C2=O)cc1	0%	4%	3%	-3%	-2%	-1	-9%	2%	0%	1	-0.5%
C=CCn1c(CSc2ccccc2[N+](=O)[O-])n[nH]c1=S	u	-5%	0%	13%	-20%	0	x	5%	-5%	-9	0.0%
O=C(Cc1ccc([N+](=O)[O-])cc1)N1CCN(Cc2ccc3c(c2)OCO3)CC1	x	3%	8%	0%	-6%	5	5%	-1%	-2%	14	0.3%
